# Nrf2 block = Nrf2 qHTS screen for inhibitors | A549 ARE-Fluc reporter, luciferase luminescence, 18-24 h | Potency, µM (doses to about 46 µM), for inactives: at the highest dose activity change, negative = inhibition, hits mostly inhibitors | 2.1% of 360,000 active; also: potency is read from the fitted curve at half-maximal effect; % is scaled to controls: 0 for no effect and ±100 for the full control effect; nearly all actives have a fitted effect of over 60% in size
#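 In this cell-based qHTS, ARE-driven firefly luciferase in A549 cells reports Nrf2 activity; the luminescent signal after BugLite lysis is the measured value, with a prior CellTiter-Fluor read for cell health.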
# A549 viability = Nrf2 qHTS screen for inhibitors: counterscreen for cytotoxicity | A549 ARE-Fluc cells, CellTiter-Fluor viability, 18-24 h | Potency, µM (top dose mostly 46 µM), inactives show at the top dose activity change, negative = cytotoxicity, usual class: inhibitors | 0.16% of 390,000 active | AID 504648, 2011; also: potency is read from the fitted curve at half-maximal effect; % is scaled to controls: 0 for no effect and ±100 for the full control effect
#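 A549 ARE_Fluc cells in 5% FBS OPTI-MEM were exposed to compounds in concentration-response for 18-24 h at 37 deg C. Viability was read by CellTiter-Fluor fluorescence (Ex 405/Em 525) after 30 min, before the luciferase read.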
# CCT chaperon mod = High-Throughput Screening for Modulators of Cytosolic Chaperonin Activity; activity change, % (no concentration beside the values), hits read low; 0.3% of 360,000 active; purified chaperonin ATPase assay, HTRF ADP detection, 30 min; in the data active = activity change below about -30%; also: % is scaled to controls: 0 for no effect and ±100 for the full control effect
#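 Nucleotide hydrolysis assay: TRiC at 20–40 nM final (set by batch activity) with 10 uM ATP, 30 min at 37 °C, in presence of 76 uM compound. Detection by competitive ADP HTRF, 30 min ambient.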
# MmCpn inh = Inhibitors of TCP-1 ring complex (TRiC) of Methanococcus maripaludis (MmCpn): qHTS. AID 504842, 2011. Chaperonin Mm-Cpn (Methanococcus maripaludis). Potency, µM (series often up to 76.9 µM), inactives show at the highest dose activity, negative = inhibition, usual class: inhibitors. purified Mm-Cpn ATPase, ADP Transcreener TR-FRET. 0.031% of 330,000 active; also: potency is read from the fitted curve at half-maximal effect; % is scaled to controls: 0 for no effect and ±100 for the full control effect; nearly all actives have a fitted effect of over 80% in size
#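 Inhibition of chaperonin ATP hydrolysis is measured as reduced ADP production, detected by competitive TR-FRET in which signal falls with ADP. Final enzyme 25 nM and ATP 10 uM, reacted 30 min at 37°C.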
# TGFb inhibitor = qHTS for Inhibitors of TGF-b. HepG2 CAGA-GFP TGF-b/SMAD3 reporter, GFP fluorescence, 18 h; TGF-beta stimulated, 500 pg/mL final. AID 588855, 2011. Potency, µM (top dose mostly 46.1 µM), inactives show top-dose activity, negative = inhibition, most hits filed as inhibitors. 1.2% of 410,000 active; also: potency is read from the fitted curve at half-maximal effect; % is scaled to controls: 0 for no effect and ±100 for the full control effect; nearly all actives have a fitted effect of over 65% in size
#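 Read-out: total well GFP (ex488/em500-530) summed from mean per-cell fluorescence. Cells: HEPG2 CAGA-GFP, 1% FBS DMEM, 18 h at 37 degrees C with 500 pg/mL final TGF-beta. Unstimulated wells served as the full-inhibition control; stimulated DMSO wells = 0%.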
# Abeta rescue = qHTS for compounds that reverse cellular toxicity of Amyloid beta (A-beta) peptide in yeast: Primary Screen; yeast expressing A-beta42, growth rescue, OD600, 48 h; response scale: 0% DMSO, 100% iron-clioquinol control; AID 1347071, 2019; Potency, µM (highest dose often 46.1 µM), without a hit: at the top dose growth rescue, actives largely listed as activators; 0.063% of 410,000 active; also: potency is read from the fitted curve at half-maximal effect; nearly all actives have a fitted effect of over 55% in size
#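 Growth rescue measured by 600 nm absorbance after 48 h yeast culture at 30 C with compound. Values normalized between DMSO and an equimolar ferric chloride plus clioquinol control.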
# Nrf2 ARE act = qHTS of Nrf2 Activators; AREc32 ARE-luciferase reporter (MCF7-derived line), luminescence, 24 h; Potency, µM (highest dose often 46.1 µM), without a hit: at the top dose activation, hits mostly activators; AID 624171, 2012; 0.31% of 410,000 active; also: potency is read from the fitted curve at half-maximal effect; % of control where 0% means no effect; nearly all actives have a fitted effect of over 65% in size
#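 Nrf2 activation is followed as ARE-luciferase induction in the AREc32 line after one day of compound treatment; luminescence is read with Steady-Glo.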
# HepG2 tox = qHTS for Inhibitors of TGF-b: Cytotox Counterscreen; AID 588856, 2011; HepG2 CAGA-GFP viability, ATP luminescence, 18 h; Potency, µM (series often up to 46.1 µM), inactives show at the highest dose activity change, negative = cytotoxicity, most hits filed as cytotoxic; 0.76% of 410,000 active; also: potency is read from the fitted curve at half-maximal effect; some results filed as inactive show a strong effect at the top dose
#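 HepG2 CAGA-GFP cells (1000/well, DMEM with 1% FBS) received compound, then TGF-beta at 500 pg/mL final, and were incubated 18 hours at 37 degrees C. Viability was read by CellTiter-Glo luminescence. Media-only wells were set as complete cell-killing and DMSO as no toxicity.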
# Akt phos inh = HTS Assay for Inhibitors of Akt Phophorylation: Primary Screen; Neuro2A IGF-stimulated pAkt S473 HTRF, 20 min; stronger effect = lower value; activity change, % for hits at 50 µM; 0.32% of 360,000 active; AID 651550, 2012; in the data active = activity change below about -80%; inconclusive = mostly about -51% to -80%; also: % is scaled to controls: 0 for no effect and ±100 for the full control effect
#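 Neuro2A cells (4,500/well, DMEM with 0.5% FBS) were treated with compound at a single 50 µM final concentration, stimulated with 6 nM IGF for 20 min at 37 °C, and lysed. Phospho-Akt Ser473 was read by HTRF as 665/615 ratio ×10^4.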
# An asterisk follows results filed as active; i = inactive; ? = inconclusive; · = no result given; [ ] = dose if it differs, or a comment. Unless noted, calls follow the shape of the dose curve; as a rule, active = well fitted curve in the direction sought with a large enough effect; inconclusive = small, poorly fitted or top-dose-only effect, or another doubt; inactive = no such curve, though single readings can be large; an effect the other way counts as inactive or inconclusive. An unsorted share of the library. Share with any hit: about 4.3%.
SMILES,Nrf2 block,A549 viability,CCT chaperon mod,MmCpn inh,TGFb inhibitor,Abeta rescue,Nrf2 ARE act,HepG2 tox,Akt phos inh
CCOC(=O)N1CCN(C(=O)C2CCN(c3ncnc4c3sc3cccc(F)c34)CC2)CC1,?,?,0.3,-13.2%,?,-7.9%,13.8%,-17.9%,i
Cc1c(O)c(CN2CCCCC2)cc2c1oc(=O)c1ccccc12,11.0%,-1.2%,-1.7,0.8%,8.5%,-8.5%,12.4%,-4.5%,i
C[C@@H](O)[C@H]1O[C@]2(C)CCC[C@H]1O2,19.9%,1.9%,-2.8,-1.9%,-1.8%,6.0%,0.0%,-7.6%,i
Cn1nnnc1SCC(=O)NNC(=O)c1ccc(Cl)cc1,17.8%,-2.9%,-1.3,-5.3%,3.3%,-9.5%,0.1%,16.1%,i
O=S(=O)(Nc1ccc(-c2cn3c(n2)SCC3)cc1)c1ccccc1F,-11.4%,0.8%,-12.9,-6.1%,-13.4%,16.7%,-0.5%,-3.0%,i
CC(=O)Nc1ccc(S(=O)(=O)N(C)CC(=O)OC2CCCCC2=O)cc1 (stereo not given),13.8%,-4.5%,-4.8,0.2%,-0.8%,-5.7%,0.4%,1.1%,i
S=C(Nc1ccc(Cl)cc1Cl)NC1CCCCC1,-17.6%,-11.6%,-1.1,1.5%,-34.9%,-11.4%,3.1%,-26.5%,i
CCCNC(=O)C1(C)CCN(C(=O)c2ccccc2OC)C1 (stereo not given),·,·,-0.7,·,1.1%,12.1%,0.2%[9.22 µM],-4.5%,i
COc1ccccc1C(=O)N1CCN(C(=O)c2oc3c(C)c(C)ccc3c2C)CC1,·,·,1.8,·,-27.2%,-8.8%,-0.8%,-31.4%,i
CC1Cc2ccccc2N1C(=O)CN(C)CC(=O)Nc1ccc(OC(F)(F)F)cc1 (stereo not given),16.3%,1.2%,0.8,2.1%,?,-51.9%[inhibitor],5.2%,-45.8%,i
Cc1ccn2cc(CCNS(=O)(=O)c3ccc4ccccc4c3)nc2c1,-26.0%,0.0%,-0.4,·,14.5%,-2.1%,-0.8%,3.3%,i
O=C1c2ccccc2C(=O)C12OC(c1ccccc1)C1(C(=O)c3ccccc3C1=O)C2c1ccc([N+](=O)[O-])cc1 (stereo not given),5.6%,-9.4%,-0.1,·,1.1%,19.7%,-0.2%,0.1%,i
C=CCn1c(SCC(=O)Nc2cc(NC(C)=O)ccc2OC)nnc1-c1cccnc1,5.1%,-4.4%,-2.0,0.1%,8.3%,-20.5%,0.2%,-6.2%,i
O=[N+]([O-])c1ccccc1S(=O)(=O)Nc1ncccn1,-4.8%,-17.6%,0.9,1.2%,-7.3%,6.8%,3.1%,3.4%,i
Cc1ccc(C)c(S(=O)(=O)N2CCN(C(=O)c3ccncc3)CC2)c1,-14.1%,1.4%,-1.1,-3.1%,-3.5%,5.2%,-0.3%,0.4%,i
O=C(NCc1cccs1)c1cccc2c(-c3ccc(F)c(F)c3)coc12,·,·,-1.2,·,-16.9%,6.8%,0.4%[9.22 µM],-8.2%,i
Cc1ccc(C(=O)OCC(=O)N2CC(C)OC(C)C2)cc1 (stereo not given),-2.6%,-1.2%,0.8,2.4%,16.7%,-2.1%,-0.7%,-1.3%,i
COc1cccc(NC(=O)CN2CCN(CC(=O)Nc3ccc(F)cc3)CC2)c1,11.6%,-0.9%,-3.3,-0.5%,4.2%,11.2%,-0.2%,-6.2%,i
O=C1CCCC(=O)C1=C1SCCCS1,12.8%,-0.7%,-27.3,0.1%,5.7%,-23.0%,1.1%,23.0%,i
Cc1cccc(Cc2c(C)nc3nc(SCC(=O)NC4CCCCC4)nn3c2C)c1,17.0%[9.27 µM],0.1%,·,·,?,-5.6%,-0.6%,-26.7%,·
Cc1oc2cc(OC(C)C(=O)O)ccc2c(=O)c1Oc1ccccc1 (stereo not given),11.3%,12.5%,1.5,-2.4%,-16.0%,3.0%,0.0%,-2.8%,i
CN(C)/C=C(\C#N)C(=O)c1cccnc1Oc1cccc(F)c1,-15.7%,-2.0%,-1.1,0.4%,-6.6%,26.9%,-0.1%,-18.0%,i
C/C(=N/OC(=O)c1c(-c2ccccc2Cl)noc1C)c1cnccn1,?,6.0%,3.0,0.2%,1.3%,-10.2%,0.2%,-1.3%,i
NC(Cc1ccc(C(F)(F)F)cc1)c1csc(Nc2ccccn2)n1 (stereo not given),·,·,0.2,·,-6.0%,10.2%,3.9%,-41.8%,i
CCN(CC(=O)NCc1ccc(F)cc1)C(=O)c1cc2ccccc2o1,3.4%,1.6%,1.4,1.1%,?,5.3%,-0.1%,-16.0%,i
CC(=O)Nc1ccc(S(=O)(=O)Nc2ccc3c(c2)OCCO3)cc1,2.1%,-1.3%,0.7,1.3%,-8.4%,-7.5%,0.2%,-21.4%,i
O=C(COC(=O)c1ccncc1)Nc1cc(Cl)ccc1Cl,-19.9%,1.3%,-3.0,1.2%,13.7%,-9.2%,-0.6%,-5.4%,i
Cc1c(Cl)cccc1NC(CC(=O)c1ccccc1)C(=O)O (stereo not given),6.7%,-2.8%,-0.3,-1.7%,-15.4%,-4.7%,15.8µM*,0.6%,i
CCSc1nnc(NC(=O)CSc2c(Cl)cccc2Cl)s1,-26.7%,1.3%,0.6,-1.4%,-0.2%,5.0%,-0.1%,1.0%,i
CCCCCC(=O)N1C[C@@H](O)[C@H](n2cc(C3CC3)nn2)C[C@@H]1c1ccc(C)cc1,·,·,-0.3,·,5.5%,6.0%,0.0%,1.9%,i
COc1ccc(-n2c(Cc3cccn3C)nnc2SCC(=O)Nc2ccc(F)cc2)cc1,-1.0%,-4.3%,-3.5,-12.0%,9.9%,-1.2%,0.1%,-21.1%,i
O=C(NC1CC1)c1ccc(CSCc2ccccc2Cl)o1,-29.9%,-9.7%,-0.9,-6.9%,-21.1%,26.5%,4.5%,-15.5%,·
CCc1nnc(NC(=O)CSc2nnc(CNc3ccc(OC)cc3)n2C)s1,-3.5%,-5.4%,-0.7,1.0%,1.8%,-8.6%,-0.9%,17.6%,i
Cc1cc(=O)oc2cc(OCc3ccc(C(=O)OCC(=O)Nc4ccc(N(C)C)cc4)cc3)ccc12,-20.9%,-5.4%,-5.4,-4.2%,5.8%,-15.8%,-0.1%[9.22 µM],6.1%,i
CC1CC(C)CN(C(=S)Nc2ccc3nc4n(c(=O)c3c2)CCCCC4)C1 (stereo not given),?,-16.7%,2.5,1.6%,-7.6%,-20.2%,0.4%,-0.6%,i
Cn1c(COc2ccccc2)nc2ccccc21,7.0%,3.8%,0.9,1.2%,3.0%,25.1%,4.6%,-16.7%,i
Cc1ccc(-c2cc(C(F)(F)F)nn2-c2ccc(S(N)(=O)=O)cc2)cc1,?,?,0.1,0.6%,?,-4.6%,6.5%,-52.5%,i
O=C(CN1C(=O)NC2(CCCC2)C1=O)Nc1ccccc1N1CCCCC1,-6.5%,1.8%,-1.0,1.2%,22.3%,2.9%,-0.4%,-4.4%,i
CCOC(=O)C1(C)CCCCCN1C(=O)c1ccc(SC(F)(F)F)cc1 (stereo not given),·,·,0.8,·,15.8%,-0.5%,0.2%[9.22 µM],-2.8%,i
O=Cc1cn(CCOc2ccc(F)cc2)c2ccccc12,·,·,-1.4,·,3.98µM*,7.4%,-0.5%,-39.2%,i
Cc1cc(C)c(C(=O)CN2C(=O)NC3(CCC(C)CC3)C2=O)cc1C (stereo not given),2.2%,0.7%,0.6,-5.7%,7.0%,-10.5%,-0.5%,-0.7%,i
Cc1onc(-c2ccc(Cl)cc2Cl)c1-c1csc(COc2ccccc2)n1,?,2.9%,0.5,1.1%,-6.7%,9.8%,0.3%,-66.8%,i
CC(=O)c1ccsc1-c1c(C)cc2oc(=O)cc(-c3ccccc3)c2c1C,-23.0%,9.9%,0.5,1.3%,?,-7.8%,4.7%,-17.0%,i
O=C(NCCCc1nc2ccccc2n1Cc1ccc(Cl)cc1)c1ccco1,18.6%,2.7%,·,·,·,1.7%,10.1%,-22.5%,·
CCOC(=O)c1c(C)[nH]c(C(=O)COC(=O)c2cc(C)oc2C)c1C,-7.2%,-1.2%,-0.4,-1.6%,-8.3%,16.6%,0.3%,-42.7%,i
COC(=O)C1(C)NC(c2cccs2)C2C(=O)N(c3ccccc3F)C(=O)C21 (stereo not given),9.7%,-5.6%,-0.5,-2.2%,-11.4%,-1.3%,-0.9%,1.2%,i
CCOc1ncccc1C(=O)OCc1cccc([N+](=O)[O-])c1,0.3%,3.3%,0.2,0.5%,-3.0%,-2.4%,2.3%,1.3%,i
CN1C(=O)c2ccc(NC(=O)c3cccc4ccccc34)cc2C1=O,0.1%,2.1%,-2.4,-1.4%,-5.5%,-12.6%,-0.4%,-1.0%,i
O=C(CN1CCN(c2ccc(Cl)cc2)CC1)c1ccc2c(c1)OCO2,6.8%,6.0%,-2.5,-1.8%,-7.4%,-17.4%,4.5%,-0.4%,i
Cc1cccc(NC(=O)C2CCCN(C(=O)Nc3ccc(F)cc3)C2)c1 (stereo not given),-19.6%,-0.5%,-0.8,-7.4%,-2.7%,1.9%,-0.7%,5.5%,i
